tim10-1 inh: growth inhibitors of tim10-1 mutant yeast, primary screen, luminescence, uHTS. AID 463190, 2010. inhibition, % at 20 µM. hit rate 2.2% among 330,000. S. cerevisiae tim10-1 ts strain growth, BacTiter-Glo, 24 h;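 active = inhibition of at least 40%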;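 also: mutant grown at 25 °C; 0% = DMSO wells with yeast and 100% = wells holding no yeast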
A3G deaminase: APOBEC3G DNA deaminase inhibitors, primary screen, biochemical, fluorescence, single-stranded DNA substrate, uHTS. recombinant A3G, ssDNA deamination FAM/TAMRA fluorescence. hit rate 0.28% among 330,000. AID 493012, 2011. DNA dC->dU-editing enzyme APOBEC-3G (Homo sapiens), Q9HC16. inhibition, % at 20 µM;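 active = inhibition of at least 40% at 20 µM, with no more than 30% in the related APOBEC3A deaminase screen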;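 also: plate controls were DMSO wells with A3G for no effect and wells lacking A3G enzyme for full effect; some compounds called inactive have numbers as strong as hits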
Target sequence (Q9HC16 whole entry, looked up): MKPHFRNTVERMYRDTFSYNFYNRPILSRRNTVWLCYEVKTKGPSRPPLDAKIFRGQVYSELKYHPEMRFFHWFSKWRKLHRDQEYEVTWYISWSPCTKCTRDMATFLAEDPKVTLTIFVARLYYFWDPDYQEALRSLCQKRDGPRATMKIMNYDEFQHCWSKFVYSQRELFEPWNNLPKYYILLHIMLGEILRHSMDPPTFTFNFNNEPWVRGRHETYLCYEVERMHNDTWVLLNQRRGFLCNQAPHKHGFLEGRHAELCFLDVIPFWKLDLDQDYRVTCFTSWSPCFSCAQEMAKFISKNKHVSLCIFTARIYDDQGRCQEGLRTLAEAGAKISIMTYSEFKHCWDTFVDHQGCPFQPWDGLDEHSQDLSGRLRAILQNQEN
APOBEC3A inh: APOBEC3A ssDNA deaminase inhibitors, primary screen, selectivity assay for APOBEC3G inhibitor project, biochemical, FAM/TAMRA oligo cleavage fluorescence; hit rate 0.41% among 330,000; DNA dC->dU-editing enzyme APOBEC-3A (Homo sapiens), P31941; recombinant A3A, FAM/TAMRA ssDNA deamination fluorescence; AID 493011, 2011; inhibition, % at 20 µM;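 active = at least 40% inhibition at 20 µM here, with at most 30% in a related deaminase screen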;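 also: plate controls were A3A with DMSO for no effect and wells lacking A3A enzyme for full effect; some results filed as inactive read as strong as hits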
hIAP block: human IAP inhibitors, primary screen, biochemical, luminescence, uHTS; purified IAP, CDP-Star luminescence, 30 min; inhibition, % at 10 µM; hit rate 0.12% among 330,000; AID 2544, 2010;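 active = inhibition reaching a set limit with compound at 10 µM in the primary screen, cut at about 35% in these data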;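 also: plate controls were DMSO wells with enzyme for no effect and no-enzyme buffer wells for full effect; values of inactives mirror those of a sister screen read the other way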
Target sequence (P09923 whole entry, looked up): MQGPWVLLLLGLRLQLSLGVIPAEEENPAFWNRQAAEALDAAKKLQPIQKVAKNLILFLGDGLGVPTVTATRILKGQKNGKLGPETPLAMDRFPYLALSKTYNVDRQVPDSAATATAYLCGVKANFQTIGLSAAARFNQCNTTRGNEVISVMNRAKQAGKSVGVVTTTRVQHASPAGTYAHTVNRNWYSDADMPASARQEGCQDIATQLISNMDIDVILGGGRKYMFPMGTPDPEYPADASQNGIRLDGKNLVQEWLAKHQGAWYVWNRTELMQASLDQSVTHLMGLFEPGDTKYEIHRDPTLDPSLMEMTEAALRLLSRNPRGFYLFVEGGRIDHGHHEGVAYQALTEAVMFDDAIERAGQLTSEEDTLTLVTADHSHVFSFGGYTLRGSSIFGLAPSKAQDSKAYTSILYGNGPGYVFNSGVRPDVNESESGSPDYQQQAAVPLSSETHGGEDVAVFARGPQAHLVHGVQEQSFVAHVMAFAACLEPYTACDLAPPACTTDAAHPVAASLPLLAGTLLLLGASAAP
TIM10 inh: growth inhibitors of isogenic TIM10 control yeast, primary screen, counter-screen for tim10-1 yeast inhibitor project, luminescence, uHTS | S. cerevisiae TIM10 strain growth, BacTiter-Glo luminescence, 24 h | inhibition, % at 10 µM | hit rate 1.4% among 330,000 | AID 463195, 2010;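 active = inhibition of 40% or more at the single tested concentration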;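 also: wild-type TIM10 isogenic control strain grown at permissive 25 °C; 0% = DMSO yeast wells and 100% = minimal medium wells without yeast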
NALP3 yeast inh: NALP3 inflammasome inhibitors in reconstituted yeast, primary screen, luminescence, uHTS; Yeast reconstituted NLRP3/ASC/caspase-1, beta-gal luminescence, 24 h; inhibition, % at 10 µM; hit rate 0.39% among 330,000; AID 2825, 2010;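 active = inhibition of 50% or more; inactive = inhibition below 50%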;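 also: plate controls were induced DMSO wells for no effect and uninduced yeast grown without galactose for full effect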
beta cell repl: inducers of MIN6 beta-cell proliferation, primary screen, ATP luminescence, uHTS | MIN6 cells proliferation, ATPlite luminescence, 48 h; cells starved in 0.2% serum; 100% = growth in 10% serum | proliferation, % at 10 µM | hit rate 0.29% among 330,000;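 active = compounds whose signal lies at least 3.5 SD above the mean of all wells on their plate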;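 also: 0% = DMSO-treated cells in low-serum medium and 100% = 10% serum control; some compounds called inactive have numbers as strong as hits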
mIAP block: inhibitors of mouse IAP, primary screen, biochemical, luminescence, uHTS; intestinal alkaline phosphatase [Mus musculus]; hit rate 0.2% among 330,000; inhibition, % at 10 µM; purified mouse IAP, CDP-Star luminescence, 30 min;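 active = inhibition of at least 40% at 10 µM in the primary screen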;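 also: plate controls were DMSO with enzyme for no effect and no enzyme wells for full effect; values of inactives mirror those of a sister screen read the other way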
mIAP activ: activators of mouse IAP, primary screen, biochemical, luminescence, uHTS; intestinal alkaline phosphatase [Mus musculus]; muIAP, CDP-Star luminescence, 30 min; active compounds read high; 1 = vehicle-only enzyme signal, 0 = enzyme-free wells; activation factor at 10 µM; hit rate 0.24% among 330,000; AID 2805, 2010;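 active = activation factor of at least 2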; also: the source names both 10 and 20 µM as test concentration; values of inactives mirror those of a sister screen read the other way
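Assay system: mouse IAP enzyme / Compound: DMSO-dissolved test compounds / Timing: 30 min, room temperature / Measured by: luminescence from enzymatic CDP-Star hydrolysis / Control set: DMSO-only wells, enzyme-free buffer wells as negative control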
Active calls of the source: *; & = joins results of further samples.

SMILES | tim10-1 inh | A3G deaminase | APOBEC3A inh | hIAP block | TIM10 inh | NALP3 yeast inh | beta cell repl | mIAP block | mIAP activ
COc1ccc(CNC(=O)CN2C(=O)C(c3ccccc3)Oc3cccnc32)cc1 (stereo not given) | 25 | -4 | -4 | -23 | 10 | 11 | 2 | -19 | 1.2
Cc1ccc(C(=O)O/N=C(\N)c2ccccn2)cc1Cl | 27 | -2 | -4 | -1 | 28 | 28 | -5 | 2 | 0.98
CC(Sc1ccccc1)C(=O)NN=C1CCCC1 (stereo not given) | 9 | 3 | -1 | -20 | 13 | 17 | -3 | 4 | 0.96
CCOC(=O)CCC(=O)NNC(=O)COc1ccc(C(C)C)cc1Br | -6 | -5 | -5 | -24 | -6 | 5 | -1 | -4 | 1
CCCCOc1ccc(S(=O)(=O)n2c(C)nc3ccccc32)cc1 | 7 | 1 | -2 | -4 | -13 | 3 | -4 | -2 | 1
Cc1cc2c(C)c(C)c(=O)[nH]c2cc1N | 18 | 2 | 5 | -8 | -4 | 13 | 0 | 8 | 0.92
COC(C[C@H](O)CC(=O)COCc1ccccc1)OC | 1 | -7 | 3 | 17 | -1 | 10 | -1 | -11 | 1.1
O=C1C2C3c4ccccc4C(c4ccccc43)C2C(=O)N1c1nc(-c2ccccc2)cs1 (stereo not given) | 9 | -2 | 2 | 12 | 11 | 12 | 0 | 11 | 0.89
Cc1ccc(-c2ncns2)cc1 | 3 | 1 | 3 | -1 | 7 | 10 | -2 | 0 | 1
O=C(CSc1nnc(Cc2ccccc2)o1)c1ccccc1 | 24 | -15 | -2 | 5 | 13 | 7 | 1 | 4 | 0.96
Cc1ccc(-c2nc3ccccc3[nH]2)cc1NC(=O)c1ccc2c(c1)OCO2 | -25 | -5 | 0 | -14 | -25 | 60* | -4 | -22 | 1.2
O=C(CN1CCC(Cc2ccccc2)CC1)N1CCc2ccccc2C1 | 4 | 9 | -1 | 2 | -6 | 20 | 9.0* | 1 | 0.99
Cc1ccc(-c2noc(CCCC(=O)NCC3CCCO3)n2)cc1 (stereo not given) | 13 | 2 | 3 | -4 | -9 | 12 | 0 | -4 | 1
Cc1cccc(C(C)C)c1NC(=O)c1cc2ccccc2o1 | 32 | -8 | -4 | -4 | 4 | 16 | 0 | -2 | 1
CCOC(=O)Cc1ccc(NC(=O)c2ccc([N+](=O)[O-])cc2)cc1 | 6 | -2 | 3 | 8 | 12 | 23 | 2 | 14 | 0.86
COCCCNC(=O)c1cc(C(=O)c2c(-c3c(Cl)cccc3Cl)noc2C)c[nH]1 | 4 | -1 | -3 | -14 | -5 | -1 | -2 | 4 | 0.96
O=C1c2sc3nc4ccccc4n3c2C(=O)N1c1ccccc1Cl | -101 | 27 | -1 | 6 | 60* | 52* | -7 | -1 | 1
Cc1ccc(OCC(=O)NCc2ccccn2)cc1 | -3 | -1 | 0 | 2 | -3 | 12 | -1 | 8 | 0.92
COc1cccc(OC)c1OCCCc1c(C)n[nH]c1C | 29 | -6 | -3 | 6 | -21 | 8 | 0 | -4 | 1
Cc1ccc(-c2noc(CCC(=O)NCCN3CCOCC3)n2)cc1 | -19 | -8 | -6 | 6 | -2 | 20 | -2 | -5 | 1.1
Cc1nc2ccccn2c1C(=O)N/N=C/c1ccccc1Cl | 21 | -10 | -5 | -10 | 30 | 5 | -1 | 11 | 0.89
CC(=O)Nc1cc(N2C(=O)CCC2=O)ccc1Cl | 7 | -5 | -1 | -10 | 2 | 22 | 0 | 0 | 1
O=C(O)c1cc2cccc(S(=O)(=O)N3CCOCC3)c2cc1O | 5 | -5 | -3 | -1 | 6 | 6 | 1 | 3 | 0.97
CCC(C(=O)N(C(C)C)C(C)C)c1ccccc1 (stereo not given) | 7 | -6 | -3 | 11 | -7 | 23 | -1 | 4 | 0.96
O=C1CSc2ccc(S(=O)(=O)NCc3ccc(Cl)cc3)cc2N1 | 13 | 2 | -5 | 23 | 18 | -5 | -6 | 9 | 0.91
COC(=O)c1sc(NC(=S)NC(=O)c2ccccc2F)nc1C | -1 | -5 | -2 | -6 | 7 | 5 | -2 | 6 | 0.94
COc1ccc2nc(NC(=O)CSc3nc4ccccc4o3)sc2c1 | -13 | 1 | -3 | 4 | -14 | -4 | -4 | -5 | 1.1
CCOC(=O)c1ccc(Oc2nc(NC)nc(SC)n2)cc1 | -33 | -8 | -7 | -5 | -16 | 46 | -3 | 0 | 1
COc1cc(C(=O)N/C(=C\c2cn(S(=O)(=O)N(C)C)c3ccccc23)C(=O)N2CCCC2)cc(OC)c1OC | 7 | -5 | -5 | 3 | 13 | 20 | 4 | 3 | 0.97
CC(C)N1C(=O)CCC1C(=O)NCCc1ccc(Cl)cc1 (stereo not given) | -31 | -9 | -3 | 14 | 0 | 8 | -2 | -12 | 1.1
CCCCCNC(=O)c1cc(S(=O)(=O)N2CCCC2)ccc1F | 24 | -8 | -2 | 5 | 17 | 3 | 3 | 0 | 1
CC(=O)n1cc([C@H]2C=C(C(=O)N3CCN(Cc4ccc5c(c4)OCO5)CC3)O[C@@H](OCCCCO)C2)c2ccccc21 | -4 | -7 | -3 | -12 | -3 | 15 | 0 | 4 | 0.96
Cc1cc(C)cc(NC(=S)N(Cc2ccc(Cl)cc2)Cc2ccc(C(=O)O)cc2)c1 | -14 | -2 | 0 | 2 | 16 | 3 | -5 | 6 | 0.94
Cc1c(C)n(CCN(C)C)c2ncnc(NCc3ccccc3)c12 | 15 | -5 | -3 | -4 | 6 | 7 | -2 | -5 | 1
COCCn1c(SCC(=O)Nc2cccc(OC)c2)nc2c(oc3ccccc32)c1=O | 11 | -6 | -3 | -4 | 22 | 4 | 3 | -3 | 1
CC(OC(=O)Cn1cnc2c1c(=O)n(C)c(=O)n2C)C(=O)NC1CCCCC1C (stereo not given) | 6 | -7 | -1 | 16 | 10 | 8 | -4 | 4 | 0.96
CC1CNCCN1S(=O)(=O)c1cccc2cnccc12 (stereo not given) | -1&-4 | -5&-7 | -3&-1 | 2&-14 | 7&-2 | 6&11 | -4&0 | 0&-12 | 1&1.1
CCN(Cc1ccccc1)C(=O)CC(=O)N(CC)Cc1ccccc1 | 33 | -2 | 2 | 4 | 2 | 11 | 2 | -15 | 1.1
Cn1cnc([N+](=O)[O-])c1C(=O)Nc1cccc([N+](=O)[O-])c1 | 15 | -3 | -3 | 7 | 8 | 16 | -4 | 12 | 0.88
COC(=O)/C(C#N)=C/c1c(N2CCN(Cc3ccc4c(c3)OCO4)CC2)nc2c(C)cccn2c1=O | 12 | -6 | 1 | 8 | 31 | 11 | -3 | 14 | 0.86
O=C1C2CCCN2C(c2cccc(Br)c2)N1c1ccc(F)cc1 (stereo not given) | 6 | 3 | 5 | -6 | 0 | -9 | -2 | -1 | 1
CCOC(=O)N1CCN(c2c(-c3ccc(C(C)C)cc3)c(=O)c2=O)CC1 | 14 | -4 | -1 | 14 | 23 | 4 | 0 | 7 | 0.93
CC(C)Cc1nc(N2CCC(C(N)=O)CC2)c2nnn(Cc3ccccc3)c2n1 | 10 | -5 | 0 | 5 | 4 | -13 | 1 | 2 | 0.98
CCOC(=O)c1sc2nc(NC(=O)COc3ccccc3)sc2c1C | -5 | -13 | -3 | -4 | -2 | -7 | -1 | -4 | 1
O=C(COc1ccccc1Cl)NNC(=O)c1ccc(-n2cncn2)c([N+](=O)[O-])c1 | -1 | 1 | -1 | -9 | 8 | 1 | 1 | 7 | 0.93

Some of the entries above, reformatted.
Screens in order: tim10-1 inh	A3G deaminase	APOBEC3A inh	hIAP block	TIM10 inh	NALP3 yeast inh	beta cell repl	mIAP block	mIAP activ
Cc1cc(C)cc(NC(=S)N(Cc2ccc(Cl)cc2)Cc2ccc(C(=O)O)cc2)c1
  -14	-2	0	2	16	3	-5	6	0.94
Cc1c(C)n(CCN(C)C)c2ncnc(NCc3ccccc3)c12
  15	-5	-3	-4	6	7	-2	-5	1
COCCn1c(SCC(=O)Nc2cccc(OC)c2)nc2c(oc3ccccc32)c1=O
  11	-6	-3	-4	22	4	3	-3	1
CC(OC(=O)Cn1cnc2c1c(=O)n(C)c(=O)n2C)C(=O)NC1CCCCC1C (stereo not given)
  6	-7	-1	16	10	8	-4	4	0.96
CC1CNCCN1S(=O)(=O)c1cccc2cnccc12 (stereo not given)
  -1&-4	-5&-7	-3&-1	2&-14	7&-2	6&11	-4&0	0&-12	1&1.1
CCN(Cc1ccccc1)C(=O)CC(=O)N(CC)Cc1ccccc1
  33	-2	2	4	2	11	2	-15	1.1
Cn1cnc([N+](=O)[O-])c1C(=O)Nc1cccc([N+](=O)[O-])c1
  15	-3	-3	7	8	16	-4	12	0.88
COC(=O)/C(C#N)=C/c1c(N2CCN(Cc3ccc4c(c3)OCO4)CC2)nc2c(C)cccn2c1=O
  12	-6	1	8	31	11	-3	14	0.86
O=C1C2CCCN2C(c2cccc(Br)c2)N1c1ccc(F)cc1 (stereo not given)
  6	3	5	-6	0	-9	-2	-1	1
CCOC(=O)N1CCN(c2c(-c3ccc(C(C)C)cc3)c(=O)c2=O)CC1
  14	-4	-1	14	23	4	0	7	0.93
CC(C)Cc1nc(N2CCC(C(N)=O)CC2)c2nnn(Cc3ccccc3)c2n1
  10	-5	0	5	4	-13	1	2	0.98
CCOC(=O)c1sc2nc(NC(=O)COc3ccccc3)sc2c1C
  -5	-13	-3	-4	-2	-7	-1	-4	1
O=C(COc1ccccc1Cl)NNC(=O)c1ccc(-n2cncn2)c([N+](=O)[O-])c1
  -1	1	-1	-9	8	1	1	7	0.93

The list goes on:
SMILES | tim10-1 inh | A3G deaminase | APOBEC3A inh | hIAP block | TIM10 inh | NALP3 yeast inh | beta cell repl | mIAP block | mIAP activ
CS(=O)(=O)c1ccc2nc(NC(=O)CCNC(=O)c3ccccc3Cl)sc2c1 | 14 | -2 | 0 | 0 | 11 | 8 | -7 | 0 | 1
O=C(O)c1ccc(NC(=S)NC(=O)c2ccc3ccccc3c2)cc1 | -5 | -6 | -3 | -10 | -6 | 25 | -3 | 1 | 0.99
C=CCn1c(SCC(=O)NNC(=O)Nc2ccc(C)cc2)nnc1-c1ccccc1 | -7 | -4 | -2 | -47 | 8 | -2 | -2 | -2 | 1
CCC(=O)Nc1ccc(Cl)c(NC(=O)c2ccc([N+](=O)[O-])cc2)c1 | 3 | -6 | -4 | 6 | -3 | -5 | -2 | -3 | 1
